FBW7 act = human FBW7 E3 ligase activation, primary screen. 650,000 tested, 0.13% active. AlphaScreen FBW7–phospho-cyclin E peptide binding, activator screen. normalized activity (activation), % at 26.1 µM. Q969H0; in the data active = normalized activity above about 1.9%;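 note: purified mutant Fbw7 with reduced substrate affinity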
Target sequence (Q969H0 whole entry, looked up): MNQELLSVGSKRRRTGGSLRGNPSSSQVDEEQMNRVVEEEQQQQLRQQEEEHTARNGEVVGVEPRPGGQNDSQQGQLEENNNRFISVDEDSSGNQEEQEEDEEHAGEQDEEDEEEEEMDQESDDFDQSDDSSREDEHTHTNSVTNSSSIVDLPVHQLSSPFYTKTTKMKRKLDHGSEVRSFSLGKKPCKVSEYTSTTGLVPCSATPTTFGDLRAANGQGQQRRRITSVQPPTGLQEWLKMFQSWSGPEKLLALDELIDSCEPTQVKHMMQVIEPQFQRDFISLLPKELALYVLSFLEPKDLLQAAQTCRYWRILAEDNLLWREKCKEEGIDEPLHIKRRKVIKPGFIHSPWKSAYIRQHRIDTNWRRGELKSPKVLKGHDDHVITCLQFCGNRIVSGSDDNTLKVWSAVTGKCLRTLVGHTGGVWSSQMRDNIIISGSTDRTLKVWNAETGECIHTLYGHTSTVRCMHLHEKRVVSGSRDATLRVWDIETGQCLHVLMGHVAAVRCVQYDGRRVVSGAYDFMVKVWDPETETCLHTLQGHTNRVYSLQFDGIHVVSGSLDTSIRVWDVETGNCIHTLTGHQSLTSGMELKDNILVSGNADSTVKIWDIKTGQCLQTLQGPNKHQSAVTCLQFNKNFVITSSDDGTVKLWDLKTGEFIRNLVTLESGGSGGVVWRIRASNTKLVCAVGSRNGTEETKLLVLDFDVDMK
MITF inh = human MITF inhibition, primary screen; inhibition, % at 2.6 µM; AlphaScreen MITF homodimerization, bead proximity signal; O75030; 650,000 tested, 0.91% active; AID 1259374; in the data active = inhibition above about 50%;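 note: 0% = vehicle wells with protein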
GPR151 activ = human GPR151 activation. Q8TDV0. PathHunter beta-arrestin GPR151 cells, luminescence. activation, % at 11.2 µM. 650,000 tested, 1% active. AID 1508602; in the data active = activation above about 4.9%;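 note: 0% = median of compound wells and 100% = cells with positive control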
Target sequence (Q8TDV0 whole entry, looked up): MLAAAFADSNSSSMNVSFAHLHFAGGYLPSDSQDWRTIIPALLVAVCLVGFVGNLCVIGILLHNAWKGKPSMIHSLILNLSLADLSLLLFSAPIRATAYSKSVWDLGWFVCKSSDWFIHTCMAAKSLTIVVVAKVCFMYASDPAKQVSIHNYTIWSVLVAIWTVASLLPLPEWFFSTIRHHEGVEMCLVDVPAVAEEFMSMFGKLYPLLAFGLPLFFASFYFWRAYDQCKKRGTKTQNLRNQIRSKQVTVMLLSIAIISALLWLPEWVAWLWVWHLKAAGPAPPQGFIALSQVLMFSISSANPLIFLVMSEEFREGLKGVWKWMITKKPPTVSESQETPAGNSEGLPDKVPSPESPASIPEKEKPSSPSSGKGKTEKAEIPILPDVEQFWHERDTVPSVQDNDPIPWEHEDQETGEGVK
TEAD-YAP inh = TEAD-YAP interaction inhibition; HEK-TIYL cells, TEAD-Gal4/YAP UAS-luciferase luminescence; inhibition, % at 9.12 µM; 640,000 tested, 1.4% active; AID 1259422; in the data active = inhibition above about 32%;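 note: 0% = median of test compound wells and 100% = reference inhibitor wells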
Active calls of the source: *.

Compound | TEAD-YAP inh | GPR151 activ | FBW7 act | MITF inh
CCCOc1ccc(C(=O)Nc2ccc3oc(=O)ccc3c2)cc1 | -14 | -0.9 | 0.1 | 9
COC(=O)c1c(N)sc(C(=O)N2CCOCC2)c1C | 7 | -1.8 | -0.1 | -15
Cc1ccc(-n2ncnc2-c2cccc(Br)c2)cc1Cl | 2 | -0.2 | 0.0 | -9
CC(C)N1CCN(Cc2cc(=O)c3ccccc3[nH]2)CC1CCO (centres undefined) | 0 | 3.0 | 0.2 | 4
CC1CC(C)CN(C(=O)CN2C(=O)c3ccccc3C2=O)C1 (centres undefined) | 2 | -1.3 | 0.1 | 16
CCOc1cc2c(C#N)c(N(CC)CC)nc(N)c2c(N)n1 | -8 | -0.5 | 0.0 | -9
O=C(Nc1ccccc1)c1ccc2nc(-c3csc4ccccc34)sc2c1 | -39 | 0.2 | 0.7 | 8
O=[N+]([O-])c1ccc2oc3c(c2c1)CCCC3 | 1 | -1.3 | 0.0 | 5

Next results follow.
Compound | TEAD-YAP inh | GPR151 activ | FBW7 act | MITF inh
O=C(c1ccnc(Nc2ccc3[nH]ncc3c2)c1)N1CCOCC1 | 3 | -0.1 | -0.1 | 2
C/C(=N\N=C1/NC(=O)C(C)S1)c1ccc(Br)cc1 (centres undefined) | -2 | -1.2 | 0.0 | 3
CCOC(=O)c1sc(NC(=O)COc2ccc(C(C)(C)C)cc2)c(C(=O)OCC)c1C | -2 | -0.6 | -0.1 | -8
O=C(CSc1nc2cc(Cl)ccc2s1)NCCC12CC3CC(CC(C3)C1)C2 | -18 | -0.9 | -0.1 | -19
Cc1cccc(Nc2nnc(C)c(=O)[nH]2)c1C | -13 | 0.1 | 0.2 | -10
CC(C)(C)C1CCc2c(sc(NC(=O)c3cccs3)c2C(=O)NCc2ccco2)C1 (centres undefined) | -5 | 0.3 | 0.0 | 5
Cc1nnc(SCC(=O)Nc2ccc(F)cc2F)n(N)c1=O | 15 | 2.4 | 0.1 | 9
CCOc1ccc(Nc2cc(-n3cnc(Nc4ccccc4)n3)c(F)cn2)cc1 | 6 | -0.5 | 0.0 | 11

(cont.)
Compound | TEAD-YAP inh | GPR151 activ | FBW7 act | MITF inh
Cc1occc1-c1nn(C2CCN(C(=O)C3CCCC3)CC2)c(=O)o1 | 4 | 0.0 | -0.3 | -10
COc1ccc2c(c1)c(C(=O)CN(C)C)c(C)n2C | 5 | 2.2 | -0.2 | 5
C/C(Cl)=C\Cn1c(N2CCN(CCO)CC2)nc2c1c(=O)n(C)c(=O)n2C | -1 | 0.5 | 0.1 | -2
CCC1=C(C(=O)OC)C(c2ccccc2)n2c(nc3ccccc32)N1 (centres undefined) | 2 | 2.3 | -0.1 | 11
CCOC(=O)CCc1c(C)c2ccc(OC(C)C(C)=O)c(C)c2oc1=O (centres undefined) | -15 | 0.4 | -0.2 | -9
COc1cc(CN2CCN(C3CCC(c4ccccc4)CC3)CC2)cc(OC)c1OC (centres undefined) | 4 | -0.9 | -0.3 | 69*
CC(C)n1cnc2c(NCCc3ccc(O)cc3)nc(Nc3ccccc3)nc21 | 15 | 0.3 | 0.0 | -6
CC1=NOC(=O)/C1=C/c1ccc(O)c(Br)c1 | 0 | 0.3 | -0.1 | 17

The list continues.
Compound | TEAD-YAP inh | GPR151 activ | FBW7 act | MITF inh
CC1CCCCC1NC(=O)c1ccc2c(c1)NC(=O)c1ccccc1S2 (centres undefined) | 23 | 0.4 | -0.3 | 4
O=C(N/C(=C\c1ccc2c(c1)OCO2)C(=O)N1CCCCC1)c1ccco1 | -3 | -0.2 | -0.3 | 6
COc1ccc(-n2nc(C(=O)NCc3ccccn3)c3ccccc3c2=O)cc1 | -2 | 0.6 | -0.1 | 4
COc1ccc(Cl)cc1NC(=O)CC1CCCCC1 | 0 | -0.5 | -0.1 | -12
CC/C(C)=N\NC(=O)c1cc(-c2ccccc2)nc2ccccc12 | -13 | 2.1 | -0.1 | -10
C[C@H](Cn1nnc2ccccc21)NC(=O)CN1Cc2ccccc2C1=O | 4 | -0.1 | 0.0 | 10
COc1cccc(Nc2nc3ccccc3nc2NS(=O)(=O)c2ccc(Cl)cc2)c1 | -13 | -0.2 | 0.1 | -9
O=C(Nc1ccccc1[N+](=O)[O-])c1cccc(S(=O)(=O)Oc2ccc([N+](=O)[O-])cc2)c1 | -10 | -2.2 | -0.6 | 7

Other structures
Compound | TEAD-YAP inh | GPR151 activ | FBW7 act | MITF inh
Cc1cc(C)n2c(SCc3ccc(Br)cc3)nnc2n1 | -5 | 1.5 | 0.2 | 12
COc1ccccc1NC(=O)C1=C(C)NC(=O)NC1c1ccc(N(C)C)cc1 (centres undefined) | 2 | 0.2 | 0.0 | -13
O=C(CCn1c(=S)[nH]c2c([nH]c3ccccc32)c1=O)NCc1ccccc1 | -9 | 0.6 | 0.0 | 1
CC(C)c1ccc(C2C3=C(CCCC3=O)Nc3c2c(=O)n(C)c(=O)n3C)cc1 (centres undefined) | 6 | -1.3 | 0.0 | -6
CCN(CC)CCOc1c(OC)cccc1OC | -5 | -0.6 | 0.1 | 13
Cc1ncn(-c2ccc(Nc3ncc4cccc(-c5cnn(C)c5)c4n3)cc2)n1 | 16 | 1.4 | -0.1 | -2
COCCN1C(=O)/C(=C\c2ccc(Br)cc2)C(C(=O)OC)=C1C | 10 | 3.1 | 0.0 | -5
COC(=O)C1=C(O)/C(=C\c2cc(C)n(-c3ccc(C)c(C)c3)c2C)N=C1C | -3 | -1.1 | -0.1 | -3

Remaining list, next part.
Compound | TEAD-YAP inh | GPR151 activ | FBW7 act | MITF inh
CCCS(=O)(=O)N1CCN(S(=O)(=O)c2ccc(C)cc2)CC1 | 7 | -0.1 | -0.1 | -4
CCC(C)NC(=O)c1ccc(Cl)cc1Cl (centres undefined) | -15 | 1.3 | 1.0 | 20
Cn1c(=O)c2c(nc(SCC(=O)c3cccs3)n2Cc2ccc(F)cc2)n(C)c1=O | 7 | -0.3 | 0.0 | -1
COCCCNC(=O)C1=C(C)C(=O)OC12CCC(C)CC2 (centres undefined) | -1 | 0.8 | -0.1 | 4
COC1(c2ccc(Cl)cc2)OC(=O)c2ccccc21 (centres undefined) | 2 | -0.8 | 0.1 | -12
Cn1c2c(c(=O)n(C)c1=O)C(C(F)(F)F)(C(F)(F)F)N=C(c1ccccc1)N2 | 2 | 2.9 | -0.1 | 1
Cc1cccc(-n2c(SCc3ccccc3)nc3ccccc3c2=O)c1 | 5 | 0.2 | -0.2 | -4
CC(C)Cc1ccc([C@@H]2C[C@H]3CN(C)C(=O)[C@]34CCCN24)cc1 | 12 | -1.0 | -0.1 | 7

Compound profiles (already shown). Screens in order: TEAD-YAP inh	GPR151 activ	FBW7 act	MITF inh
`Cc1ccc(-n2ncnc2-c2cccc(Br)c2)cc1Cl` is listed as 2	-0.2	0.0	-9
`O=C(c1ccnc(Nc2ccc3[nH]ncc3c2)c1)N1CCOCC1` is listed as 3	-0.1	-0.1	2
`O=C(Nc1ccccc1[N+](=O)[O-])c1cccc(S(=O)(=O)Oc2ccc([N+](=O)[O-])cc2)c1` is listed as -10	-2.2	-0.6	7
`CC1=NOC(=O)/C1=C/c1ccc(O)c(Br)c1` is listed as 0	0.3	-0.1	17
`COc1ccc(-n2nc(C(=O)NCc3ccccn3)c3ccccc3c2=O)cc1` is listed as -2	0.6	-0.1	4

(continued)
Compound | TEAD-YAP inh | GPR151 activ | FBW7 act | MITF inh
O=C(O)CC(NS(=O)(=O)c1ccc2[nH]c(=O)oc2c1)c1cccs1 (centres undefined) | 1 | -0.8 | -0.1 | 5
COc1cccc(CN2CCC(N3CCCCCC3)CC2)c1OC | 7 | -0.1 | -0.2 | 13
Cc1ccc(-n2nc3c(c2NC(=O)c2ccc([N+](=O)[O-])cc2)CSC3)cc1 | 17 | -0.8 | 0.1 | 1
Cc1cc(C)cc(NC(=O)c2ccc(CNc3c(N4CCC(C)CC4)c(=O)c3=O)cc2)c1 | 11 | -0.8 | 0.0 | 6
CCOc1ccccc1OCCCCNCC1CCCO1 (centres undefined) | 2 | 0.2 | 0.1 | 4
CCN(CC)S(=O)(=O)c1ccc2oc(C(=O)NC3CCCC3)c(C)c2c1 | 6 | -0.1 | 0.2 | -21
CCC(C)NC(=O)CS(=O)(=O)Cc1nc(-c2ccc(OC)cc2)oc1C (centres undefined) | -8 | -0.3 | 0.0 | 7
O=C(CN1C(=O)/C(=C\c2ccccc2)Oc2ccccc21)NC1CCCC1 | -7 | -0.8 | 0.2 | -3

Continuation:
Compound | TEAD-YAP inh | GPR151 activ | FBW7 act | MITF inh
O=C(NCc1nc2ccccc2[nH]1)c1cccc(-c2ccc(N3CCOCC3)nc2)n1 | 27 | 0.9 | 0.1 | 13
O=C1C(Cl)=C(Nc2cccc(O)c2)C(=O)N1c1cccc(Cl)c1Cl | 53* | -1.2 | -0.1 | 10
CCOc1ccc(C(O)c2nc3ccccc3n2C)cc1 (centres undefined) | -2 | 0.8 | 0.0 | -11
O=C(Nc1ccc([N+](=O)[O-])cc1)C1(c2cccs2)CCOCC1 | 3 | 1.3 | 0.6 | 18
O=C(O)CNC(=O)Cn1cnc2ccccc2c1=O | -6 | -0.7 | 0.2 | 15
CC1=C(C(=O)OCCOc2ccccc2)C(c2ccccc2Cl)C2=C(CC(C)(C)CC2=O)N1 (centres undefined) | 3 | -1.3 | 0.0 | -6
CCOc1ccc(S(=O)(=O)N2CCC(C)CC2)c2ccccc12 | -5 | -0.5 | -0.1 | -7
COc1ccc(NS(=O)(=O)c2ccc3c(c2)CCC(=O)N3)c(OC)c1 | 7 | 1.2 | -0.1 | -6

Following part.
Compound | TEAD-YAP inh | GPR151 activ | FBW7 act | MITF inh
O=C(CCn1nnc2ccccc2c1=O)NCc1cccs1 | -9 | -0.3 | 0.0 | -4
S=c1[nH]nc(C2COc3ccccc3O2)n1-c1ccccc1 (centres undefined) | -3 | 1.8 | 0.1 | -7
C/C=C/C(=O)N1c2ccccc2C(C)=CC1(C)C | 0 | 0.6 | -0.1 | 7
CC(=O)c1cccc(NC(=O)Nc2ccc3ccccc3c2)c1 | -56 | -0.2 | -0.1 | -8
NNC(=O)Cn1c(-c2nonc2N)nc2ccccc21 | 3 | 1.2 | 0.0 | 3
O=C1N(Cc2ccccc2)CCN1c1ccc(C(F)(F)F)cn1 | -11 | -0.5 | 0.6 | 12
Nc1ccc(C(=O)OCCCc2nc3cc4ccccc4cc3[nH]2)cc1 | 7 | 2.8 | 0.0 | 8
c1n[nH]c(NCc2ccc3c(c2)OCO3)n1 | 2 | -0.3 | 0.2 | 10

Following part.
Compound | TEAD-YAP inh | GPR151 activ | FBW7 act | MITF inh
C=CCNc1nc(N2CCCC2)nc2ccccc12 | 7 | -0.7 | -0.1 | 6
Nc1ncnc2nc(SCC(=O)O)[nH]c12 | 6 | 1.7 | -0.1 | 10
CC(=O)Nc1nnc(SCC(=O)Nc2ccc(F)c([N+](=O)[O-])c2)s1 | 9 | 0.5 | 0.3 | 18
CC(=O)c1c(C)oc2ccc(NS(=O)(=O)c3cc4c5c(cccc5c3)C(=O)NC4=O)cc12 | 4 | 0.1 | 0.1 | 15
COc1ccc(CC(=O)Nc2nnc(-c3cc(C)nn3C)o2)cc1 | 11 | -1.0 | -0.9 | 12
Cc1ccc([N+](=O)[O-])c(OCCCN2CCN(C)CC2)c1 | -1 | -0.5 | -0.3 | 2
CC1(C)CC(=O)c2c(/C=C/c3ccccc3)n[nH]c2C1 | 17 | -2.4 | -0.1 | 9
Cc1ccccc1CSCCC(=O)NC1CCCCC1C (centres undefined) | -7 | 0.5 | 0.0 | 8

Pulled by structure from above:
Compound | TEAD-YAP inh | GPR151 activ | FBW7 act | MITF inh
COc1ccc(CC(=O)Nc2nnc(-c3cc(C)nn3C)o2)cc1 | 11 | -1.0 | -0.9 | 12
Nc1ncnc2nc(SCC(=O)O)[nH]c12 | 6 | 1.7 | -0.1 | 10
C=CCNc1nc(N2CCCC2)nc2ccccc12 | 7 | -0.7 | -0.1 | 6
Cc1ccccc1CSCCC(=O)NC1CCCCC1C (centres undefined) | -7 | 0.5 | 0.0 | 8
CC1(C)CC(=O)c2c(/C=C/c3ccccc3)n[nH]c2C1 | 17 | -2.4 | -0.1 | 9
CC(=O)Nc1nnc(SCC(=O)Nc2ccc(F)c([N+](=O)[O-])c2)s1 | 9 | 0.5 | 0.3 | 18
CC(=O)c1c(C)oc2ccc(NS(=O)(=O)c3cc4c5c(cccc5c3)C(=O)NC4=O)cc12 | 4 | 0.1 | 0.1 | 15

(more compounds)
Compound | TEAD-YAP inh | GPR151 activ | FBW7 act | MITF inh
c1ccc(-c2nc3ccccc3nc2-c2ccsc2)cc1 | 0 | -2.1 | 0.5 | 5
O=C(c1cccc([N+](=O)[O-])c1)N1CCN(C2CCCCC2)CC1 | 6 | -0.2 | 0.1 | -17
Cc1cccc(Oc2nc3ccccn3c(=O)c2/C=C(\C#N)C(=O)NC2CCCC2)c1 | 8 | -6.1 | 0.0 | 0
O=c1cc(N2CCN(c3ccc(F)cc3)CC2)[nH]c(=O)n1-c1ccc(Br)cc1 | 2 | 0.4 | -0.2 | -1
CCCNc1nc(Nc2ncccn2)nc2c1ncn2C1CCCCC1 | 9 | -0.9 | 0.5 | 6
COC(=O)c1ccc(C(=O)OC)c(NC(=O)COc2ccc3oc4c(c3c2)CCCC4)c1 | -5 | -1.1 | -0.1 | -3
CCOC(=O)CN(Cc1ccc(Cl)cc1)S(=O)(=O)c1ccc(F)cc1 | -1 | 0.1 | 0.1 | 15
Cc1[nH]nc2c1C(C1CCCCC1)C(C#N)=C(N)O2 (centres undefined) | 0 | 0.4 | 0.2 | -10
Cc1ccnc(SCCn2c(N3CCOCC3)nc3c2c(=O)n(C)c(=O)n3C)n1 | 7 | -0.5 | -0.1 | 14
Cc1ccc(C(=O)Nc2cc(=O)n(C)c(=O)n2C)cc1[N+](=O)[O-] | -13 | -0.7 | -0.3 | -1
